MC4R ag barr: human MC4R agonism via beta-arrestin; activation, % at 8.9 µM; U2OS MC4R beta-arrestin complementation, luminescence; percent of melanotan II response, DMSO zero; 360,000 compounds, 0.98% hits; P32245; AID 540308;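 active = activation above a per-plate cutoff, the mean activation of sample wells on that plate plus 3 SD, cut at about 8% in these data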
ABHD5 PLIN5 PPI: inhibitors of human ABHD5-perilipin-5 interaction; inhibition, % at 4 µM; 360,000 compounds, 0.78% hits; Split G. princeps luciferase complementation, luminescence, 4 h; Q00G26+Q8WTS1;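 active = inhibition above the mean inhibition across every tested compound plus 3 SD, cut at about 22% in these data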;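 also: 0% = DMSO only wells and the 100% control is not disclosed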
HTR2A ag: activates the mouse 5-HT2A serotonin receptor; CHO-K1 mHTR2A beta-arrestin complementation, luminescence; percent of 30 µM serotonin response; activation, % at 7.6 µM; 360,000 compounds, 0.66% hits; AID 624169;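 active = activation above a run cutoff, the mean activation of all tested compounds plus 3 SD, cut at about 14% in these data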;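 also: 0% = plate median of compound wells and 100% = 30 µM serotonin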
ABCB6 inh 2: inhibitors of human ABC transporter ABCB6; AID 602162; K562-ABCB6 porphyrin accumulation, flow cytometry, 1 h; stronger effect = lower value; 360,000 compounds, 0.19% hits; fluorescence ratio to DMSO, % at 10 µM; Q9NP58;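 active = fluorescence ratio to DMSO below 75%, the collection mean minus 3 SD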;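 also: signal is porphyrin accumulated inside mitochondria; 100% equals median channel fluorescence of DMSO control wells; lower ratio means ABCB6 inhibition with less porphyrin fluorescence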
Target sequence (Q9NP58 whole entry, looked up): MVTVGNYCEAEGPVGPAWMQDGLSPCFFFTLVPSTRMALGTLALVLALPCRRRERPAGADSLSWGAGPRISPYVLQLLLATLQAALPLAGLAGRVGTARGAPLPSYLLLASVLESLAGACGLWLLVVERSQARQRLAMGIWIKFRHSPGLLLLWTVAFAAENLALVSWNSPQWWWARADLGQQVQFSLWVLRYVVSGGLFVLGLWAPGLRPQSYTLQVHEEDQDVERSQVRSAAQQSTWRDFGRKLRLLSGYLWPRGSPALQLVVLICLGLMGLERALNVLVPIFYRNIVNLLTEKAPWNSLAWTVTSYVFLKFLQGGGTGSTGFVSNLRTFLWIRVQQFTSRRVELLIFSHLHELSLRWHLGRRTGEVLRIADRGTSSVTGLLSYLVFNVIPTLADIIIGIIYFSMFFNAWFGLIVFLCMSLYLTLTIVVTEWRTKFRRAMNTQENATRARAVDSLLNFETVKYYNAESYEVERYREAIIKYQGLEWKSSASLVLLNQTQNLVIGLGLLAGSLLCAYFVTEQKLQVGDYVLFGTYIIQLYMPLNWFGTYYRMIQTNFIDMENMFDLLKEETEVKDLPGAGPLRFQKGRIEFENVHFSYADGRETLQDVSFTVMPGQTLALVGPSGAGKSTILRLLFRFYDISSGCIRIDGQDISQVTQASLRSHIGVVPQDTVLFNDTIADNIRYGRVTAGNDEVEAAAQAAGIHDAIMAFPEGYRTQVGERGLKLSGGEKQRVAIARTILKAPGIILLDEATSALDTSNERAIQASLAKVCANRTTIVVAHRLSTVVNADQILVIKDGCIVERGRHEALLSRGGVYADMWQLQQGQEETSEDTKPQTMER
Glyco luc inh: N-linked glycosylation inhibition | D54 ERlucT glycosylation luciferase reporter, 24 h; percent of 100 nM tunicamycin response | reporter increase, % at 12.5 µM | 360,000 compounds, 0.23% hits | AID 588692;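 active = mean luciferase reporter signal, scaled so untreated is 0 and the glycosylation-blocking control 100, at or above a set limit in every replicate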;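 also: luciferase carries N-glycosylation sites so blocking glycosylation raises the light; 0% = median of neutral control wells and 100% = median of 100 nM tunicamycin wells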
MC4R antag cAMP: antagonists of human melanocortin 4 receptor (MC4R) | MC4R-expressing cells, MTII-stimulated cAMP, LANCE TR-FRET | 360,000 compounds, 0.48% hits | AID 540295 | inhibition, % at 6.5 µM | P32245;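 active = inhibition above its plate's cutoff, the mean of tested wells on that plate plus 3 SD, cut at about 29% in these data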;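 also: 0% = Melanotan II alone and 100% = Melanotan II plus saturating MCL0020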
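Test system: U2OS cells stably expressing human melanocortin 4 receptor (MC4R); also added: Melanotan II challenge; compound: 6.5 µM single dose; timing: 30-min compound preincubation, 1-h Melanotan II challenge, 1-h detection, room temperature; signal: Eu-cAMP/anti-cAMP TR-FRET, emission 671 nm; repeats: one well per compound, no replicates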
CaV13 ICDI inh: Disruptors of the CACNA1D IQ motif to Ca2+-dependent inactivation inhibitor domain association, primary screening, Förster resonance energy transfer in intact living …; HEK cells, CFP/YFP FRET ICDI-IQ, plate reader, 10 min; percent FRET-ratio fall versus neutral wells; inhibition, % at 12.3 µM; 340,000 compounds, 0.098% hits; AID 743397;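 active = mean replicate inhibition of at least 30% and at least 1% of replicates passing that level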;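 also: 0% = median of the neutral control wells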
H9c2 protect: modulators protecting cardiomyocytes from myocardial damage. H9c2 cardiomyocytes, H2O2 injury protection, ATPLite, 2 h. 360,000 compounds, 0.63% hits. protection from H2O2 cell death, % at 20 µM. AID 588492;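 active = compounds giving at least 50% protection of heart cells from peroxide-induced death in the single-dose screen, raw or plate-pattern-corrected value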;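 also: 0% = DMSO wells with peroxide and 100% = DMSO wells without peroxide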
Exocytosis inh: blocks lytic granule exocytosis. TALL-104 LAMP-1 surface exposure, flow cytometry; cells stimulated with thapsigargin and PMA. AID 651702. inhibition, % at 10 µM. 360,000 compounds, 0.66% hits;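 active = inhibition above about 55%, limit read from the data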
PDI inh: PDI (human) enzyme inhibition | inhibition, % at 10 µM | 350,000 compounds, 0.052% hits | AID 588391 | P07237 | PDI insulin aggregation turbidity, A650, 90 min;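 active = mean inhibition across replicates of 30% or more, whatever share of single replicates reach that level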;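 also: absorbance from insulin aggregation driven by PDI reduction with DTT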
* marks the source's active call; other numbers are inactive results; . = no result given.

Order of values: MC4R ag barr | ABHD5 PLIN5 PPI | HTR2A ag | ABCB6 inh 2 | Glyco luc inh | MC4R antag cAMP | CaV13 ICDI inh | H9c2 protect | Exocytosis inh | PDI inh
COc1cc(NS(=O)(=O)c2ccc(NC(=O)c3ccco3)cc2)nc(OC)n1
 : -2.5 | 5.7 | -0.5 | 90.0 | 2.6 | 2.9 | -5.7 | -1.7 | -1.7 | 8.6
Cc1ccc(NC(=O)CN(C)CC(=O)Nc2ccc(N3CCOCC3)cc2)cc1F
 : 0.8 | -3.3 | -8.6 | 101.0 | 0.8 | 6.5 | -6.3 | -11.3 | 98.6* | 1.7
CCC(C(=O)NCCCN1CCN(C)CC1)n1nc(C)c2sc3ccccc3c2c1=O (centres undefined)
 : 2.5 | -8.6 | 1.5 | 102.0 | 0.8 | 16.6 | -2.1 | 6.2 | 16.9 | 5.5
O=[N+]([O-])c1ccc(/C=N/Nc2cc(Cl)nc(-c3ccccc3)n2)cc1
 : -0.1 | 1.4 | 0.9 | 104.0 | 0.9 | 0.8 | -7.7 | -2.5 | -1.9 | -3.7
Cc1ccc(NCc2n[nH]c(=S)n2-c2cccc(Cl)c2)cc1
 : -0.8 | 1.2 | -1.7 | 97.0 | 2.6 | 2.0 | -5.7 | 4.6 | -3.3 | -2.0
CN(C)S(=O)(=O)c1cc([N+](=O)[O-])ccc1N1CCCCCC1
 : 0.2 | 1.3 | 0.0 | 86.0 | -0.6 | 16.2 | -4.1 | -7.5 | -2.5 | 4.4
Cn1nc(C(=O)NCc2cccc(Cl)c2)c2c1-c1ccccc1S(=O)(=O)C2
 : -2.2 | 2.9 | -1.5 | 100.0 | -2.7 | 13.7 | -15.6 | 5.2 | 10.8 | -3.8
CS(=O)(=O)Nc1ccc(S(=O)(=O)N2CCOCC2)cc1
 : 0.0 | -1.9 | -1.1 | 103.0 | 1.2 | -2.4 | . | 3.1 | 4.9 | -8.9
O=C(NNC(=O)c1ccco1)c1cccc([N+](=O)[O-])c1
 : -1.6 | 3.3 | -3.7 | 92.0 | . | 9.0 | -4.9 | -0.2 | -3.4 | 2.2
COc1ccc(N=C2SC(CC(=O)Nc3ccccc3)C(=O)N2CCN2CCOCC2)cc1 (centres undefined)
 : -0.4 | -3.6 | 3.9 | 93.0 | 4.3 | 17.0 | 0.4 | 4.8 | 1.1 | 4.2
Fc1ccc(-c2nc3c(Cl)cc(C(F)(F)F)cn3c2Cl)cc1
 : -1.9 | -0.1 | -1.6 | 105.0 | -0.8 | -0.4 | -4.5 | -0.1 | 0.5 | 1.7
C=CCn1c(O)c(N=NC(=O)CNC(=O)c2cccs2)c2ccccc21
 : -3.5 | -4.5 | -3.8 | 101.0 | -0.9 | -4.3 | -18.3 | -1.6 | -1.5 | 5.5
O[C@@H]1C[C@H](c2ccc(Cl)cc2)N(Cc2cccs2)C[C@H]1n1cc(C2CC2)nn1
 : 0.3 | -5.6 | -1.8 | 95.0 | -0.1 | -2.0 | -3.2 | 0.3 | -2.1 | 8.0
CCCCNC(=O)c1onc(CSc2cc(C)ccc2C)c1C(=O)O
 : -0.7 | 4.6 | 3.5 | 92.0 | -0.4 | 0.5 | -5.0 | 1.4 | 31.0 | 0.5
CCC(=O)NC(=S)Nc1ccc(NC(=O)CC)cc1
 : 1.3 | 5.2 | -3.0 | 103.0 | 0.6 | 1.6 | -4.4 | 4.2 | -3.0 | -25.2
CCOC(=O)C1CCCN(C(=O)c2ccc(-c3ccc([N+](=O)[O-])cc3)o2)C1 (centres undefined)
 : -7.3 | 4.7 | 0.7 | 93.0 | -4.6 | 16.3 | . | -7.0 | 7.2 | -0.8
CCS(=O)(=O)c1ccc(C(=O)Nc2ccccc2OC)c(Cl)c1Cl
 : -1.2 | -4.9 | 0.5 | 93.0 | -2.1 | -2.9 | 1.0 | -2.9 | -0.4 | -1.1
CCCN(CCO)Cc1ccc(Cl)c(Cl)c1
 : -1.5 | -5.9 | 3.6 | 96.0 | 1.4 | -0.8 | -8.0 | -7.0 | 1.4 | -21.1
CC(C)N1C(=O)/C(=C\c2nc3ccccc3c(=O)n2-c2ccccc2)c2ccccc21
 : 1.3 | 9.9 | 4.5 | 99.0 | 16.0 | 1.4 | -2.9 | -3.8 | 6.8 | 9.4
COc1ccc(C2CC(=O)C(C=NCCO)=C(O)C2)cc1 (centres undefined)
 : 2.0 | 2.8 | 3.0 | 97.0 | -0.5 | -0.4 | -6.7 | 3.1 | 0.7 | -8.1

Ordered by count of non-hydrogen atoms (lowest first): 7 of the compounds above
Order of values: MC4R ag barr | ABHD5 PLIN5 PPI | HTR2A ag | ABCB6 inh 2 | Glyco luc inh | MC4R antag cAMP | CaV13 ICDI inh | H9c2 protect | Exocytosis inh | PDI inh
CCCN(CCO)Cc1ccc(Cl)c(Cl)c1
 : -1.5 | -5.9 | 3.6 | 96.0 | 1.4 | -0.8 | -8.0 | -7.0 | 1.4 | -21.1
CCC(=O)NC(=S)Nc1ccc(NC(=O)CC)cc1
 : 1.3 | 5.2 | -3.0 | 103.0 | 0.6 | 1.6 | -4.4 | 4.2 | -3.0 | -25.2
COc1ccc(C2CC(=O)C(C=NCCO)=C(O)C2)cc1 (centres undefined)
 : 2.0 | 2.8 | 3.0 | 97.0 | -0.5 | -0.4 | -6.7 | 3.1 | 0.7 | -8.1
O=[N+]([O-])c1ccc(/C=N/Nc2cc(Cl)nc(-c3ccccc3)n2)cc1
 : -0.1 | 1.4 | 0.9 | 104.0 | 0.9 | 0.8 | -7.7 | -2.5 | -1.9 | -3.7
C=CCn1c(O)c(N=NC(=O)CNC(=O)c2cccs2)c2ccccc21
 : -3.5 | -4.5 | -3.8 | 101.0 | -0.9 | -4.3 | -18.3 | -1.6 | -1.5 | 5.5
Cn1nc(C(=O)NCc2cccc(Cl)c2)c2c1-c1ccccc1S(=O)(=O)C2
 : -2.2 | 2.9 | -1.5 | 100.0 | -2.7 | 13.7 | -15.6 | 5.2 | 10.8 | -3.8
CCC(C(=O)NCCCN1CCN(C)CC1)n1nc(C)c2sc3ccccc3c2c1=O (centres undefined)
 : 2.5 | -8.6 | 1.5 | 102.0 | 0.8 | 16.6 | -2.1 | 6.2 | 16.9 | 5.5

(listing goes on)
Order of values: MC4R ag barr | ABHD5 PLIN5 PPI | HTR2A ag | ABCB6 inh 2 | Glyco luc inh | MC4R antag cAMP | CaV13 ICDI inh | H9c2 protect | Exocytosis inh | PDI inh
O=C(O)CCC(=O)NC(c1ccccc1)c1ccccc1
 : 0.5 | 6.1 | -0.9 | 106.0 | -0.2 | 4.2 | -2.0 | 2.2 | -0.3 | 3.2
O=C(CSc1nnc(-c2c[nH]c3ccccc23)o1)N1CCCCC1
 : -0.3 | 11.4 | 1.3 | 100.0 | -1.2 | -1.5 | -8.7 | 2.4 | -1.6 | -4.9
Cn1nnnc1SCc1nnc(-c2ccc(F)cc2)o1
 : -0.7 | -2.6 | -1.2 | 95.0 | 1.2 | 4.4 | . | 6.4 | 1.4 | 7.2
Cc1ccc(C(C)C)c(OCc2ccc(C(=O)N/N=C/c3ccc(C(=O)O)cc3)cc2)c1
 : 1.8 | -5.1 | 1.6 | 100.0 | 3.9 | -11.2 | -4.5 | 1.4 | -0.4 | -9.2
FC(F)(F)c1cccc(NC(=S)N2CCN(c3ccccc3)CC2)c1
 : 2.7 | 13.9 | 0.6 | 99.0 | 1.2 | -4.1 | -3.5 | -0.6 | -6.8 | -1.2
Cn1c(=O)c2sccc2n2c(CCCC(=O)N3CCN(c4ccccn4)CC3)nnc12
 : -3.2 | -11.0 | -2.8 | 104.0 | 1.4 | 7.0 | -6.9 | 1.3 | 24.7 | -5.0
CCN(CC)C(=O)CC(c1ccc(N(C)C)cc1)c1c(OC)cc(OC)c2ccc(=O)oc12 (centres undefined)
 : -0.7 | -4.6 | 4.8 | 98.0 | 1.6 | 0.0 | -10.0 | 5.3 | -10.0 | -1.5
O=c1[nH]c(CSc2nnnn2-c2ccccc2)nc2ccccc12
 : -1.9 | 1.1 | -1.6 | 93.0 | -0.6 | 5.9 | -3.0 | 26.5 | 0.3 | 5.1
CCCCCCNC(=O)Cc1nc2nc(C)cc(C)n2n1
 : 0.7 | -1.6 | -1.6 | 102.0 | 1.0 | 18.3 | -2.0 | 0.4 | 0.2 | -0.9
Cc1ccc(CNC(=O)CCC(=O)Nc2nnc(C3CCCCC3)s2)cc1
 : -1.6 | -8.3 | 5.4 | 90.0 | -0.7 | -4.9 | -2.7 | -4.7 | 12.3 | 4.0
CCC(=O)Nc1ccc(Oc2ccc3c(c2)C(=O)N(c2ccc(O)cc2)C3=O)cc1
 : 0.7 | 2.8 | 0.4 | 104.0 | 1.6 | 5.9 | -4.1 | 3.2 | 4.5 | 1.9
O=C(c1ccccc1)c1ccc(N2CCOCC2)cc1
 : -0.2 | -7.8 | 5.0 | 110.0 | -6.3 | 2.3 | -5.4 | -10.8 | -2.3 | 0.6
NNc1cccc(C=Cc2ccccc2)cc1=O
 : 1.4 | 1.5 | 15.7* | 116.0 | 2.1 | 10.4 | -5.6 | 22.5 | -3.6 | 13.1
CCOC(=O)c1c(NC(=O)CN2CCC(C)CC2)sc(C)c1C
 : -1.8 | -5.7 | 0.8 | 99.0 | -6.3 | -2.5 | 2.4 | -9.4 | -1.0 | 2.3
NC(=S)Nc1ccc(Oc2ccc(NC(N)=S)cc2)cc1
 : -1.9 | -1.5 | 1.2 | 105.0 | -0.9 | -1.5 | -9.5 | -0.6 | -2.1 | -18.7
COc1cc(NC(=O)COC(=O)C=C(C)C)c(C)cc1[N+](=O)[O-]
 : -1.1 | -2.8 | -2.2 | 93.0 | -0.1 | 16.7 | -4.4 | 0.6 | -0.4 | 0.2
CCn1cc(C2C3=C(CC(C)(C)CC3=O)N(c3ccccc3)C3=C2C(=O)CC(C)(C)C3)c(C)n1
 : 1.3 | 7.0 | 2.7 | 102.0 | -2.1 | 17.2 | -5.5 | 12.4 | 12.6 | -7.7
CCOc1ccc(N=C(NN)c2ccc3ccccc3n2)cc1
 : -0.8 | -7.2 | -1.6 | 99.0 | -18.2 | 17.2 | -18.3 | -4.7 | 4.3 | 7.4
CC1(Oc2cnc(Cl)c3ccccc23)CCN(Cc2ccc(OC(F)(F)F)cc2)C1 (centres undefined)
 : 0.6 | -3.4 | -1.8 | 95.0 | 3.6 | -2.8 | -3.0 | -15.2 | -3.3 | 5.5
CN(c1ccccc1)S(=O)(=O)c1ccc2c(c1)OCCO2
 : -0.3 | -4.3 | -2.4 | 98.0 | 1.4 | -5.7 | -0.8 | 0.8 | 0.3 | -4.5
CC(Sc1nc(N(C)C)nc(N2CCOCC2)n1)C(=O)Nc1ccccc1 (centres undefined)
 : -0.9 | -1.1 | -4.5 | 191.0 | -1.7 | 9.4 | . | -6.5 | 12.9 | 1.6
